Compound activity (PubChem BioAssay)
hIAP block = blocks human intestinal alkaline phosphatase; 330,000 compounds, 0.12% hits; P09923; purified IAP, CDP-Star luminescence, 30 min; inhibition, % at 10 µM; AID 2544;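 active = inhibition reaching a set limit with compound at 10 µM in the primary screen, cut at about 35% in these data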;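 also: plate controls were DMSO wells with enzyme for no effect and no-enzyme buffer wells for full effect; values of inactives mirror those of a sister screen read the other way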
Target sequence (P09923 whole entry, looked up): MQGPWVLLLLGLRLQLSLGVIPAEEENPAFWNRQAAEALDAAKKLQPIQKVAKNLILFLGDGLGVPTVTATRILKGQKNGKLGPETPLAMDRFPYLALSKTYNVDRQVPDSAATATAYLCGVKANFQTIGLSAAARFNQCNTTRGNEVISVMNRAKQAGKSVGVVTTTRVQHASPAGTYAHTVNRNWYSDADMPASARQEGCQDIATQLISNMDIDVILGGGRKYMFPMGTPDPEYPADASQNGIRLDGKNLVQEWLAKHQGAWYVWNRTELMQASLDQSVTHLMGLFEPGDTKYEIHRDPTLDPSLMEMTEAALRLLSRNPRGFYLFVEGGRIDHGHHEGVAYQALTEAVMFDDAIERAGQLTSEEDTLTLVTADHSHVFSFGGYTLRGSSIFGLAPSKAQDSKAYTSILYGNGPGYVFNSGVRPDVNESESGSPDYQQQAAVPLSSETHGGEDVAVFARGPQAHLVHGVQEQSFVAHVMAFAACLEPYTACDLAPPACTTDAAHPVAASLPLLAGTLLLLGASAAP
NLRP3 yeast inh = NALP3 inhibition in yeast | inhibition, % at 10 µM | 330,000 compounds, 0.39% hits | Yeast reconstituted NLRP3/ASC/caspase-1, beta-gal luminescence, 24 h;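 active = inhibition of 50% or more; inactive = inhibition below 50%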;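 also: plate controls were induced DMSO wells for no effect and uninduced yeast grown without galactose for full effect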
hIAP act = human IAP activation. activation factor at 10 µM. 330,000 compounds, 0.16% hits. purified human IAP, CDP-Star luminescence, 30 min; hits give high values; 1 = vehicle-only enzyme, 0 = enzyme-free background;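 active = activation factor of the enzyme at least 2-fold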; also: the source names both 10 and 20 µM as test concentration; values of inactives mirror those of a sister screen read the other way
A3A deaminase = inhibitors of human APOBEC3A DNA deaminase. recombinant A3A, FAM/TAMRA ssDNA deamination fluorescence. inhibition, % at 20 µM. 330,000 compounds, 0.41% hits. AID 493011;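 active = at least 40% inhibition at 20 µM here, with at most 30% in a related deaminase screen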;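 also: plate controls were A3A with DMSO for no effect and wells lacking A3A enzyme for full effect; some results filed as inactive read as strong as hits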
Target sequence (P31941 whole entry, looked up): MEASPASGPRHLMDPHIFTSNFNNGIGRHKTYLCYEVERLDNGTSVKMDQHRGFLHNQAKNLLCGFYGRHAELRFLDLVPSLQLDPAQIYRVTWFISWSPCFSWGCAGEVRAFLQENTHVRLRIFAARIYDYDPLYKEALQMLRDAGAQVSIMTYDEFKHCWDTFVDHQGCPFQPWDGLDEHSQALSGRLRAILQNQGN
A3G deaminase = inhibitors of human APOBEC3G DNA deaminase | recombinant A3G, ssDNA deamination FAM/TAMRA fluorescence | 330,000 compounds, 0.28% hits | inhibition, % at 20 µM;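 active = inhibition of at least 40% at 20 µM, with no more than 30% in the related APOBEC3A deaminase screen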;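 also: plate controls were DMSO wells with A3G for no effect and wells lacking A3G enzyme for full effect; some compounds called inactive have numbers as strong as hits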
beta cell repl = induces beta-cell replication in MIN6 cells; MIN6 cells proliferation, ATPlite luminescence, 48 h; cells starved in 0.2% serum; 100% = growth in 10% serum; proliferation, % at 10 µM; 330,000 compounds, 0.29% hits;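 active = compounds whose signal lies at least 3.5 SD above the mean of all wells on their plate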;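 also: 0% = DMSO-treated cells in low-serum medium and 100% = 10% serum control; some compounds called inactive have numbers as strong as hits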
mIAP activ = mouse IAP activation; muIAP, CDP-Star luminescence, 30 min; hits give high values; 1 = vehicle-only enzyme signal, 0 = enzyme-free wells; activation factor at 10 µM; 330,000 compounds, 0.24% hits;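 active = activation factor of at least 2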; also: the source names both 10 and 20 µM as test concentration; values of inactives mirror those of a sister screen read the other way
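Assay system: mouse IAP enzyme; reagent: chemiluminescent substrate CDP-Star; dosing: test compounds delivered from DMSO solution; schedule: 30 min at room temperature; measured by: luminescence from enzymatic CDP-Star hydrolysis; controls: DMSO-only wells and no-enzyme negative control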
mIAP inh = blocks mouse intestinal alkaline phosphatase; purified mouse IAP, CDP-Star luminescence, 30 min; inhibition, % at 10 µM; 330,000 compounds, 0.2% hits; AID 2806;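 active = inhibition of at least 40% at 10 µM in the primary screen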;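 also: plate controls were DMSO with enzyme for no effect and no enzyme wells for full effect; values of inactives mirror those of a sister screen read the other way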
SENP1 FRET inh = SENP1 (human) catalytic domain inhibition; AID 624204; inhibition, % at 10 µM; Q9P0U3; 360,000 compounds, 0.21% hits; recombinant SENP1 catalytic domain, CyPet-SUMO1-YPet FRET cleavage;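 active = inhibition at least 30% at 10 µM, raw YFP signal under a set limit, fluorescence ratio 0.5 to 1.5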;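 also: 0% = enzyme with DMSO and 100% = no enzyme wells; some results filed as inactive read as strong as hits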
Target sequence (Q9P0U3 419-644 limits assumed): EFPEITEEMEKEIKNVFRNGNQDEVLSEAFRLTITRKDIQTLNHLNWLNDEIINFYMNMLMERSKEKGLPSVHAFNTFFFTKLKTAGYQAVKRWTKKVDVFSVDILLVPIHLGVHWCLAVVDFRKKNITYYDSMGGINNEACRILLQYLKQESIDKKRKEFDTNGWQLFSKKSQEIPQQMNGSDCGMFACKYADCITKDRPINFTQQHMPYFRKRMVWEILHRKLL
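material = recombinant human SENP1 catalytic domain, His6-tagged | quantity = 20 pM enzyme | reagent = 25 nM SUMO1 FRET substrate | compound dosing = 10 µM single point, 0.5% DMSO | timing = 50 min enzyme reaction, room temperature, light-protected | detection = FRET, CFP and YFP emission | control set = no-enzyme low, enzyme-DMSO high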
Starred values were filed as active, the others as inactive; . = no result given. This is a subset. The share of hits here may be higher or lower than overall.

SMILES	hIAP block	NLRP3 yeast inh	hIAP act	A3A deaminase	A3G deaminase	beta cell repl	mIAP activ	mIAP inh	SENP1 FRET inh
CC1(c2ccc3ccccc3c2)NC(=O)N(CC(=O)N2CCCC(C(F)(F)F)C2)C1=O (configuration not stated)	-12	2	1.1	-1	-3	2	1.1	-7	0
CNc1snc(C)c1C(=O)OC(C)C(=O)NCc1ccccc1 (configuration not stated)	-10	14	1.1	-4	0	-4	0.98	2	2
S=C(NCCNC(=S)Nc1ccccc1)Nc1ccccc1	11	15	0.89	-2	-7	-2	0.94	6	2
Cc1ccc(C(=O)NCN2CCN(c3ccc(F)cc3)CC2)cc1	2	11	0.98	-3	0	0	0.98	2	-1
CCCn1c2ccccc2c2nnc(SCC(=O)Nc3c(C)n(C)n(-c4ccccc4)c3=O)nc21	6	0	0.94	2	-7	1	1.1	-10	2
Cc1[nH]c2ccccc2c1C(C[N+](=O)[O-])c1cccs1 (configuration not stated)	-11	-8	1.1	0	-2	-2	0.97	3	-1
CCOC(=O)C1CCN(C(=O)COC(=O)COc2ccccc2OC)CC1	-6	6	1.1	21	1	1	0.95	5	1
COc1ccc(CCNS(=O)(=O)c2cc3c4c(c2)CC(=O)N4CCC3)cc1	-2	23	1	0	-5	-2	0.99	1	-1
O=[N+]([O-])c1ccccc1S(=O)(=O)NC1CCCC1	-16	-4	1.2	8	3	6	1	0	0
Cc1csc(NC(=O)C2CCN(S(=O)(=O)c3ccccc3)CC2)n1	1	12	0.99	1	-3	-2	1	-3	0
O=c1cc(CSc2nnc(-c3ccccc3)o2)c2ccccc2[nH]1	5	17	0.95	1	3	-4	0.85	15	3
O=C(CSc1nc(O)c(C2CCCCC2)c(=O)[nH]1)N1CCOCC1	16	5	0.84	-3	-7	2	0.94	6	1
CCc1cccc(C)c1NS(=O)(=O)c1c(C)nc2sccn2c1=O	8	-4	0.92	-3	-6	5	1	-5	1
C=CCNc1ncnc2c1cnn2-c1ccc(C)cc1C	4	7	0.96	-3	-1	-3	0.96	4	3
N#Cc1cccc(CSc2nnc(CCCO)n2-c2ccccc2)c1	-21	-9	1.2	-7	-8	2	0.99	0	2
CCOc1cc(N2CCOCC2)c(OCC)cc1NC(=O)COC(=O)c1cc(C)cc(C)c1	4	18	0.96	-2	-5	0	0.93	7	2
O=C(COc1ccccc1F)Nc1ccc(S(=O)(=O)N2CCCC2)cc1	2	4	0.98	4	5	0	1	-4	0
Cc1ccc2nc(C3CCCN(C(=O)NCc4ccccc4)C3)[nH]c2c1 (configuration not stated)	-1	6	1	0	-6	-2	1	-3	-1
O=C(NCCc1nnc2ccc(SCC(=O)N3CCCC3)nn12)c1ccc(F)cc1	10	16	0.91	8	-3	0	1	-3	5
c1ccc(-c2ccc3sccc3n2)cc1	27	8	0.73	-3	-4	5	0.96	4	2
C/C(Cl)=C\Cn1c(O)c(N=NC(N)=S)c2ccccc21	16	4	0.84	1	5	-6	0.82	18	3
O=C1CCCN1CCCNc1ncccc1[N+](=O)[O-]	3	27	0.97	0	-2	0	0.96	4	1
CC(C)(C)N(C(=O)Cn1nnc(-c2ccc(F)cc2)n1)C(C(=O)NC1CCCC1)c1ccncc1 (configuration not stated)	-8	13	1.1	-4	-3	-3	0.95	5	2
O=C(Nc1ccc(OC(F)(F)F)cc1)c1ccc(-n2cncn2)nc1	-4	4	1	2	-1	1	0.94	6	-1
CCc1cc(=O)oc2cc(C)cc(OC(C)C(=O)NCCCN3CCCC3=O)c12 (configuration not stated)	12	-1	0.88	-5	-8	-1	1	-2	2
O=C(NCC(O)c1ccc2ccccc2c1)c1c(F)cccc1F (configuration not stated)	7	0	0.93	-1	-5	0	0.97	3	3
Cc1ccc(C)c(OCC(=O)Nc2cccc(C(=O)O)c2)c1C	10	-5	0.9	0	-4	-2	1.1	-9	0
CCOc1cc(N2CCOCC2)c(OCC)cc1NC(=O)COc1cccc(Cl)c1	1	6	0.99	0	-2	1	0.98	2	1
O=C(COc1ccc(F)cc1Cl)N1CCN(C(=O)c2cccs2)CC1	-10	1	1.1	-1	16	1	1	-5	0
CCOC(=O)CSc1nnc(CNC(=O)c2ccc(OC)c(OC)c2)n1C	-10	21	1.1	-2	-5	-1	0.93	7	1
Cc1cc(-c2ccccc2N)n[nH]1	8	3	0.93	3	2	-1	0.91	9	-3
Cc1cc(=O)oc2cc(OCC(=O)NCCc3nc4ccccc4[nH]3)ccc12	-3	-9	1	0	-3	-1	1	-3	-16
COC(=O)c1cn(Nc2ncc(C(F)(F)F)cc2Cl)c(=O)c2ccccc12	6	-2	0.94	-4	-6	-2	0.94	6	3
O=C(NCCc1c[nH]c2ccccc12)c1cc2ccccc2oc1=O	6	-5	0.94	-1	-14	-2	0.91	9	-5
O=c1cc(CSc2ccccn2)[nH]c(=O)[nH]1	-22	19	1.2	-6	-9	1	1	-2	2
O=C1N(Nc2ccccc2)C(c2ccc(Br)cc2)C12CCCC2 (configuration not stated)	-1	6	1	0	-4	-5	0.99	1	4
COc1cc(-c2n[nH]c(=S)n2-c2ccc(C)cc2)cc(OC)c1OC	-1	20	1	-5	43*	-3	1	-4	2
COC(=O)c1[nH]c2cc(OC)ccc2c1NC(=O)CCN1CCN(c2ccccc2)CC1	-2	13	1	2	0	0	1.1	-14	2
CCOc1ncccc1C(=O)Oc1ccc2c(c1)OCO2	-13	17	1.1	4	1	0	1.1	-6	1
COCCCNc1ccnc2c(Cl)cccc12	-11	13	1.1	-5	-8	-3	0.95	5	-8

4 structures already listed, ordered by count of non-hydrogen atoms, rising.
SMILES	hIAP block	NLRP3 yeast inh	hIAP act	A3A deaminase	A3G deaminase	beta cell repl	mIAP activ	mIAP inh	SENP1 FRET inh
O=c1cc(CSc2ccccn2)[nH]c(=O)[nH]1	-22	19	1.2	-6	-9	1	1	-2	2
COCCCNc1ccnc2c(Cl)cccc12	-11	13	1.1	-5	-8	-3	0.95	5	-8
O=C1CCCN1CCCNc1ncccc1[N+](=O)[O-]	3	27	0.97	0	-2	0	0.96	4	1
CCOC(=O)CSc1nnc(CNC(=O)c2ccc(OC)c(OC)c2)n1C	-10	21	1.1	-2	-5	-1	0.93	7	1

Continuation.
SMILES	hIAP block	NLRP3 yeast inh	hIAP act	A3A deaminase	A3G deaminase	beta cell repl	mIAP activ	mIAP inh	SENP1 FRET inh
O=C(COC(=O)/C=C/c1ccc(Cl)cc1Cl)Nc1ccc2c(c1)OCCO2	6	12	0.94	5	-10	2	1.1	-10	1
Cc1ccc(-n2nnnc2SCC(=O)Nc2cc(C)on2)c(C)c1	18	6	0.82	-2	-3	-1	0.95	5	1
COc1ccc(C2=NN(CCC(=O)NC3CCCCCC3)C(=O)CC2)cc1	1	14	0.99	-4	-1	-3	0.97	2	0
O=C(Nc1ccc2c(c1)OCO2)O[C@@H]1C[C@H]2CCCC(=O)N3CC[C@@H](C1)[C@@H]23	-5	5	1	2	-14	-5	1.2	-17	2
CCOC(=O)c1sc2nc(C)nc(SCC(=O)NC3CCS(=O)(=O)C3)c2c1C (configuration not stated)	-17	21	1.2	4	-3	-3	1.1	-8	2
O=C(CSc1nnc(-c2ccccn2)o1)Nc1ccccc1F	-20	3	1.2	-1	-6	0	0.98	2	2
CCN1C(=O)[C@H]2[C@@H](c3ccc(C)cc3)N3C(=O)N(c4cccc(F)c4)C(=O)[C@@]3(Cc3ccc(Cl)cc3)[C@H]2C1=O	17	4	0.83	0	3	-2	1	-2	1
O=C(CN1CCOCC1)c1c[nH]c2ccccc12	8	9	0.93	-1	-6	3	0.99	1	1
COc1ccc(C)cc1S(=O)(=O)N1CCN(C(=O)c2ncoc2-c2ccc(F)cc2)CC1	5	8	0.95	-1	-5	-1	1	-4	1
CC(=O)N1CC=C2C(C#N)=C(N)C(C#N)(C#N)C(CCc3ccccc3)C2C1 (configuration not stated)	-1	-2	1	-2	-2	-2	1.1	-7	-43
FC(F)(F)c1ccc(CN2C[C@@H]3C(c4ccc(Cl)nc4)C4(c5ccccc5)CC3(C4)[C@H]2c2ccccc2)cc1 (some centres not stated)	2	11	0.98	-2	-3	-5	1	0	-5
CCn1c(SC)nc(O)c(C(c2ccc(OC)c(O)c2)c2c(O)nc(SC)n(CC)c2=O)c1=O	13	9	0.87	1	-3	-1	0.96	4	.
c1ccc(-c2nccc3ccccc23)cc1	6	6	0.94	1	-6	2	0.91	9	1
COc1ccc(-n2nnnc2SCC(=O)Nc2ccccc2)cc1	-21	14	1.2	0	-3	-4	1	-4	2
COc1ccc(N2CCN(C(=O)CSc3nc4[nH]ncc4c(=O)n3-c3ccc(Br)cc3)CC2)cc1	-34	14	1.3	6	4	-2	0.98	2	3
CC1(C)CC[C@]2(CO)[C@@H](O)C[C@]3(C)C(=CCC4[C@@]5(C)CC[C@H](O)C(C)(C)C5CC[C@]43C)[C@@H]2C1 (some centres not stated)	3	28	0.97	-5	-5	-6	1	-2	.
CNC(=S)SCCOc1ccccc1C	9	4	0.91	-1	-8	0	0.93	7	5
COc1cc(OC)c2c(-c3ccccc3)cc(=O)oc2c1C(CC(=O)N1CCOCC1)c1ccc2c(c1)OCO2 (configuration not stated)	-4	25	1	8	-2	-4	0.97	3	-4
O=C(CCSc1nc(-c2ccco2)cc(C(F)(F)F)n1)N1CCN(c2ccccn2)CC1	9	13	0.91	-1	1	-2	1	-4	-6
CC(C)(C)NC(=O)CN(Cc1cccs1)C(=O)CCC(=O)Nc1nccs1	-3	12	1	-1	-4	-3	1	-3	0
O=C1c2cccc3cccc(c23)C(=O)N1c1cccc(O)c1	-7	13	1.1	-1	-5	5	0.96	4	-1
O=C(CN1CCN(C(c2ccccc2)c2ccccc2)CC1)N1N=CCC1c1ccccc1 (configuration not stated)	-15	10	1.2	-5	-7	-3	1	-4	1
CCc1nc(N2CCN(C(=S)NCCCOC)CC2)c2c3c(sc2n1)CCCC3	7	27	0.93	-7	-4	-3	1.1	-13	2
CC(=O)Nc1sc2c(c1C(N)=O)CCCC2	-9	17	1.1	0	-7	0	1	-1	0
CCc1nnc2n1N=C(c1cccc([N+](=O)[O-])c1)CS2	-14	14	1.1	-2	-3	6	1	-1	2
CC(NC(=O)NC(N)=O)(C(F)(F)F)C(F)(F)F	-11	7	1.1	3	-2	-1	0.96	4	1
Clc1ccc(C(CCN2CCCC2)Cc2ccccc2)cc1 (configuration not stated)	0	9	1	-2	-7	-4	1	-1	3
CNC(=O)COC(=O)/C=C/c1nc2ccccc2s1	-3	11	1	-1	-7	-2	1.1	-8	2
O=C(NCCCN1CCCC1=O)c1c(O)nc2ccccn2c1=O	17	-6	0.83	-4	-4	4	1.1	-10	-1
CCOc1ccc(/C(O)=C2/C(=O)C(=O)N(CCN(CC)CC)C2c2cccs2)cc1 (configuration not stated)	-8	-2	1.1	-6	-12	0	1.1	-8	-5
CSc1ncccc1C(=O)NC1CCCCCCC1	-8	14	1.1	-2	-4	3	1	0	1
Cc1scc(C(=O)NNC(=S)NCC2CCCO2)c1-c1ccccc1 (configuration not stated)	-76	13	1.8	0	-3	0	1.1	-8	2
